# Screening results: PubChem BioAssay, National Center for Advancing Translational Sciences (NCATS)
# NPC1 promoter act: activators of NPC1 promoter | Huh7 NPC1 promoter luciferase reporter, 24 h | Potency, µM (doses to about 9.22 µM), without a hit: at the top dose activation, actives largely listed as activators | 2.4% of 320,000 active;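 further: % of control where 0% means no effect; nearly all actives have a fitted effect of over 60% in size; reporter is driven by a mutant NPC1 promoter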
#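 Readout is luciferase luminescence, reflecting NPC1 promoter activation in stably transfected Huh7 cells after 24 h compound exposure at 37 °C in reduced-serum medium with 10% FBS.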
# ELG1 genotox: induces genotoxicity in HEK293T cells with luciferase-tagged ELG1; Potency, µM (titrated, usually from 46 µM), for inactives: at the highest dose activity change, positive = activation, most hits filed as activators; AID 504466; 1.3% of 330,000 active; HEK293T ELG1-luciferase reporter, luminescence, 16 h; further: % of control where 0% means no effect; nearly all actives have a fitted effect of over 60% in size
#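 Genotoxic stress is detected as increased luminescence from luciferase-tagged ELG1 in HEK293T cells, measured with ONE-Glo after a 16 hr treatment at 37 °C.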
# VP16 counter: counter-screen for ROR gamma inhibitors: Gal4-VP16 reporter; Drosophila S2 Gal4-VP16 UAS-luciferase, luminescence, 20 h; Potency, µM (titrated, usually from 53.6 µM), inactives show top-dose activity, negative = inhibition, actives largely listed as inhibitors; 3.5% of 310,000 active; AID 2546;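 further: Gal4-VP16 expression switched on by copper sulfate through the metallothionein promoter; on the % scale 0 is the no-effect control and ±100 the full control effect; nearly all actives have a fitted effect of over 50% in size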
# RORg inh: blocks mouse ROR gamma transcriptional activity; Potency, µM (series often up to 53.6 µM), inactives show at the highest dose activity change, negative = inhibition, hits mostly inhibitors; 5.4% of 310,000 active; P51450; AID 2551; Drosophila S2 Gal4-RORgamma UAS-luciferase reporter, 20 h; further: on the % scale 0 is the no-effect control and ±100 the full control effect; nearly all actives have a fitted effect of over 60% in size
#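 Stable Schneider cell line, Gal4 DNA-binding domain fused to ROR gamma, UAS-luciferase. Cmpd 1 hr RT → CuSO4 700 uM final → 20 hr RT → luciferase reagent 10 min → luminescence.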
# BRCA1 expr up: activators of BRCA1 expression. 1.1% of 380,000 active. MCF7-BRCA1-FFLuc reporter, luminescence, 48 h; response scale: scaled: vehicle 0%, 10 µM genistein 100%. Potency, µM (doses to about 46.1 µM), without a hit: at the highest dose activation, most hits filed as activators; further: nearly all actives have a fitted effect of over 80% in size; some results filed as inactive show a strong effect at the top dose
#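 MCF7-BRCA1-FFLuc, 2000 cells/well; 2 h attach, 37 °C/5% CO2; compound 48 h; luciferase substrate 15 min; luminescence end-point. Norm. to genistein 10 microM max activation and DMSO; concentration-response curves fitted.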
# p53 reactivator: mutant p53 re-activation in reporter cells | H1299 p53-A138V BP100-luciferase reporter, luminescence, 24 h | Potency, µM (top dose mostly 92.2 µM), without a hit: top-dose activity change, positive = activation, usual class: activators | 0.063% of 320,000 active; further: % of control where 0% means no effect; nearly all actives have a fitted effect of over 45% in size
#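 H1299 (p53-null), stable ts p53-A138V + BP100-Luc; 1000 cells/well, Opti-MEM/10% FBS; cpd 4 pt, 1:5; 24 h, 37 deg C, 5% CO2; detection reagent 10 min RT; luminescence.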
# Rab9 promoter act: Rab9 promoter activation; Huh7 Rab9 promoter-luciferase reporter, luminescence, 24 h; Potency, µM (titrated, usually from 9.22 µM), inactives show at the top dose activation, negative = inhibition, usual class: activators; 2.8% of 320,000 active; AID 485297; further: % of control where 0% means no effect; nearly all actives have a fitted effect of over 60% in size
#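 Luminescence from Amplite-detected luciferase (10 minutes, ambient) reports Rab9 promoter activation. Before that, stable Rab9-luciferase Huh7 cells (1500/well, reduced-serum OP-MEM I plus 10% FBS) were exposed to compound for 24 hours at 37C.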
# FLuc modulator: counter-screen for miR-21 project: firefly luciferase inhibitors or activators. 6.9% of 360,000 active. purified FLuc, Km substrates, luminescence inhibition. P08659. Potency, µM (doses to about 57.5 µM), without a hit: at the top dose activity change, negative = inhibition, most hits filed as inhibitors;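 further: plate controls were vehicle for no effect and reference inhibitor for full effect; nearly all actives have a fitted effect of over 55% in size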
#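 Purified P. pyralis luciferase, 10 nM final, with Km-level 10 uM D-luciferin and 10 uM ATP in 50 mM Tris acetate pH 7.5, 10 mM Mg acetate, 0.01% Tween-20, 0.05% BSA; 6-point qHTS titration about 60 µM downward; luminescence read.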
# CXXC DNA block: MLL CXXC-DNA interaction inhibition; Potency, µM (top dose mostly 115 µM), without a hit: at the highest dose activity change, negative = inhibition, hits mostly inhibitors; 0.037% of 290,000 active; MLL-CXXC / FITC-HOXA9 DNA fluorescence polarization; AID 2662; active means well fitted inhibition curve with a large enough effect in the polarisation, with a control signal flat, not every such curve was filed as active; inconclusive means small, poorly fitted or top-dose-only effect, or effect the other way, or a change in a side signal; inactive means no such curve, though single readings can be large or run the other way; the % refers to the polarisation
# Target sequence (Q03164 whole entry, looked up): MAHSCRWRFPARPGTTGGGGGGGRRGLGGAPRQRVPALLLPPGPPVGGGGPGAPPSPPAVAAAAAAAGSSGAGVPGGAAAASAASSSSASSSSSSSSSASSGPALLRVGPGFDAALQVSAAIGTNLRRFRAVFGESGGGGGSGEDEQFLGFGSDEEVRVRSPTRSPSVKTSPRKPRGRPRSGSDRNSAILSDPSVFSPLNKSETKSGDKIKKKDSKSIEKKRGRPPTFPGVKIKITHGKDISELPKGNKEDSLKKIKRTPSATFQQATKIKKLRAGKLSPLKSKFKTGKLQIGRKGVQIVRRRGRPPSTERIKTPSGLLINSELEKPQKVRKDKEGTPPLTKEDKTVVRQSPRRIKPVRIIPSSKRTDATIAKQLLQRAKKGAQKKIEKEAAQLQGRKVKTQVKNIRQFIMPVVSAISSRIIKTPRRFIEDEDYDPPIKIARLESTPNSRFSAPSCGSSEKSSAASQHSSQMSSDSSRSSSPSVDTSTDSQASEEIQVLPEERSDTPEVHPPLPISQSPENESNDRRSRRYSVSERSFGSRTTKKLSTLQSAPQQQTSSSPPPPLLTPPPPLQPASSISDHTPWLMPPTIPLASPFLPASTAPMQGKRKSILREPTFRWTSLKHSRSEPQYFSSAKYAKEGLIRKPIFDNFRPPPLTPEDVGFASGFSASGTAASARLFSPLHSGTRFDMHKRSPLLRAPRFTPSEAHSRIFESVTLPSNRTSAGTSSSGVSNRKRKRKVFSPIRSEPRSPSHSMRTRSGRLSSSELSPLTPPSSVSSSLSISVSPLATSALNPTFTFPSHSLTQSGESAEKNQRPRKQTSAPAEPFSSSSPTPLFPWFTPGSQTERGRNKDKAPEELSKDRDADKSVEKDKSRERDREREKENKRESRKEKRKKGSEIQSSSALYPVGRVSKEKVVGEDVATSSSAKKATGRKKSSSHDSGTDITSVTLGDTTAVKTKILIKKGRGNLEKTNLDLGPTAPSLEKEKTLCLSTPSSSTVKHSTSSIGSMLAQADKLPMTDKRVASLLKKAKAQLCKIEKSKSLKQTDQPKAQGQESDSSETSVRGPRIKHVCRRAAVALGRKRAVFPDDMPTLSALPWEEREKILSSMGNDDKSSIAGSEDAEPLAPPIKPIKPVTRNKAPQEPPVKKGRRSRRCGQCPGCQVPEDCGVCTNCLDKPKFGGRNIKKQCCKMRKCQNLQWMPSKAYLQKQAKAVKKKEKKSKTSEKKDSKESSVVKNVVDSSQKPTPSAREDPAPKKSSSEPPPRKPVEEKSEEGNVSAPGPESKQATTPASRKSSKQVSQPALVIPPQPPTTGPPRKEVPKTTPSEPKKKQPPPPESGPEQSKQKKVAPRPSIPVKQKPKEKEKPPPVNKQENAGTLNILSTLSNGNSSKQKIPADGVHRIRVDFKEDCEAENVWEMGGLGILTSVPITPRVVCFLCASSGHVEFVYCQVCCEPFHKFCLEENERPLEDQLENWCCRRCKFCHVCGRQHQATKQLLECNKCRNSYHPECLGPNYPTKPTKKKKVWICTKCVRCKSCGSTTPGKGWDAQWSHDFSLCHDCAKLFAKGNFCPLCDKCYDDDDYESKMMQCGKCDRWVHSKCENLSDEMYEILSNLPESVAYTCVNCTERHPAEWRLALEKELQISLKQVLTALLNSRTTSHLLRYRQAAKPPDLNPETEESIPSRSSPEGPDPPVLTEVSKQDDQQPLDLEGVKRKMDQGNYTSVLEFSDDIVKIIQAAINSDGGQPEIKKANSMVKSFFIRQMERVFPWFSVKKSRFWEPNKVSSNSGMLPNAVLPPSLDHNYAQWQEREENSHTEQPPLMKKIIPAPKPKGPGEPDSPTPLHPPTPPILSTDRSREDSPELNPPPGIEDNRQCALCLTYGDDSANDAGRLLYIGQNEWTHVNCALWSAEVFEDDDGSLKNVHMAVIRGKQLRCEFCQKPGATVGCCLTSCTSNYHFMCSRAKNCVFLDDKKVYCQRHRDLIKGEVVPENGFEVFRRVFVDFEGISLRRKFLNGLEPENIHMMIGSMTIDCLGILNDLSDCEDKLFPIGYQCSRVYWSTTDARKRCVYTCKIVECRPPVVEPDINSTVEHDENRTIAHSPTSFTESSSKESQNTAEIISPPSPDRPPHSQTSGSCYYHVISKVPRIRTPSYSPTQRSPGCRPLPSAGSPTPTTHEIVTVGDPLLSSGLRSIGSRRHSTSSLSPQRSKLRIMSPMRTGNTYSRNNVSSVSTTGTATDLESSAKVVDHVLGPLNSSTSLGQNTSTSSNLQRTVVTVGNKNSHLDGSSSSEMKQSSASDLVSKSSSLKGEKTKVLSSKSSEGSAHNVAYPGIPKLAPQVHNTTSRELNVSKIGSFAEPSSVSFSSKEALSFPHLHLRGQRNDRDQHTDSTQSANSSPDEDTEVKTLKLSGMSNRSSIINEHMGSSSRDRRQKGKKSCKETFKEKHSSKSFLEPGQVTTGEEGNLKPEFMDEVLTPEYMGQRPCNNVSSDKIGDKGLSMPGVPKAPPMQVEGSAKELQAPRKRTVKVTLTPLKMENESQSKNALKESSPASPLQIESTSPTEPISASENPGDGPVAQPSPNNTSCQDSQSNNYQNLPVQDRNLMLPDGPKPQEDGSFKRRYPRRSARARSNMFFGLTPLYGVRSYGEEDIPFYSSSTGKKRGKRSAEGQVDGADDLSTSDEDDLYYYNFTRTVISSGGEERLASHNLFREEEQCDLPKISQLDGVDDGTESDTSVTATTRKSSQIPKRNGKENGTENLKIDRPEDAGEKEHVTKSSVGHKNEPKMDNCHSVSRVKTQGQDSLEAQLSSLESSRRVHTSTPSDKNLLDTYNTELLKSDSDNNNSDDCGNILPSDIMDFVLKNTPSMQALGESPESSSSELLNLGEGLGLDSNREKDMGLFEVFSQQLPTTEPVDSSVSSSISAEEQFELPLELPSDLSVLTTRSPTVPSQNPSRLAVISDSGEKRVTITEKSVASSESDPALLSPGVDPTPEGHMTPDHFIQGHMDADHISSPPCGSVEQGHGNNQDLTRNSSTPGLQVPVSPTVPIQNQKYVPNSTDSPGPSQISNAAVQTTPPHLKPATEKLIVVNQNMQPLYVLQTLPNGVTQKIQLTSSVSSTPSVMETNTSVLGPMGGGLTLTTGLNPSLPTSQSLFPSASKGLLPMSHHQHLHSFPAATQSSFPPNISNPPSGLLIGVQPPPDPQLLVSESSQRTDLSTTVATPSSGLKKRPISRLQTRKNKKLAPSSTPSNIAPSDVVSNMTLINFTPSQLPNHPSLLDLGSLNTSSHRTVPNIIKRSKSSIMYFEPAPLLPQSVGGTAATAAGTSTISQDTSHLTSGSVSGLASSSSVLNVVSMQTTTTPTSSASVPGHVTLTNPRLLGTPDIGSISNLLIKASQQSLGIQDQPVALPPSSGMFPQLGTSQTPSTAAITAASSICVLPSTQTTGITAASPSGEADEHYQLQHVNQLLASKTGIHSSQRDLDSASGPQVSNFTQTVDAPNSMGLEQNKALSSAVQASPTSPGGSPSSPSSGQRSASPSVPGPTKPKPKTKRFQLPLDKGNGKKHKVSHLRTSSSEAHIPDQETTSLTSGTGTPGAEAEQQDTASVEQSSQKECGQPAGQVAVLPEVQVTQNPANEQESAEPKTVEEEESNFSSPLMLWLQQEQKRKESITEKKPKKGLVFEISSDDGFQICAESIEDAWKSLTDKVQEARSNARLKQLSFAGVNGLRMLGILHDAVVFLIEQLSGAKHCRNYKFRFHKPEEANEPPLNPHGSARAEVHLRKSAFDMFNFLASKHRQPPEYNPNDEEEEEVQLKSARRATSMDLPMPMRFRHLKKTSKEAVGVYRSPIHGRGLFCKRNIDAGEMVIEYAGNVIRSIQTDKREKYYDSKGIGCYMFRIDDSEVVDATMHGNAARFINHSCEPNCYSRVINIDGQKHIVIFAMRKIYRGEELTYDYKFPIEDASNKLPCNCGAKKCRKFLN
#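 Fluorescence polarization: 7 uM MLL-CXXC (stock) preincubated 5 min with compounds, then 50 nM fluorescein-HOX-A9 DNA (stock) added; 30 min ambient. Buffer 50 mM Tris-HCl pH 7.5, 50 mM NaCl, 1 mM DTT, 0.05% BSA.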
# uPA generation: cell surface uPA generation inhibition; Potency, µM (top dose mostly 38.3 µM), for inactives: at the top dose activity change, negative = inhibition, actives largely listed as inhibitors; cell surface uPA generation assay, qHTS; AID 540303; 0.31% of 330,000 active; active means well fitted inhibition curve with a large enough effect; inconclusive means small, poorly fitted or top-dose-only effect; inactive means no such curve, though single readings can be large or run the other way; tested in mouse RAW 264.7 cells; further: on the % scale 0 is the no-effect control and ±100 the full control effect; nearly all actives have a fitted effect of over 55% in size
# MBNL1-CUG inh: inhibitors of human MBNL1 binding to CUG repeat RNA | 0.036% of 280,000 active | Q9NR56 | Potency, µM (highest dose often 57.5 µM), for inactives: at the highest dose activity change, negative = inhibition, hits mostly inhibitors | TR-FRET MBNL1-His/biotin-(CUG)12 binding, 665/545 ratio; active means well fitted inhibition curve with a large enough effect in the signal ratio, with a control signal flat, not every such curve was filed as active; inconclusive means small, poorly fitted or top-dose-only effect, or effect the other way, or a change in a side signal; inactive means no such curve, though single readings can be large or run the other way; the % refers to the signal ratio; further: on the % scale 0 is the no-effect control and ±100 the full control effect
#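 Inhibition of protein-RNA binding appears as loss of TR-FRET between terbium anti-His antibody on MBNL1-His and streptavidin-XL665 on biotin-(CUG)12. Activity is normalized to buffer-only and uninhibited-complex controls.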
# * hit, by the source's call; ? = inconclusive; . = no result given; [ ] = another dose, or the depositor's remark. Unless noted, the call rests on the fitted dose curve; in most records, active means well fitted curve in the direction sought with a large enough effect; inconclusive means small, poorly fitted or top-dose-only effect, or another doubt; inactive means no such curve, though single readings can be large; an effect the other way counts as inactive or inconclusive. Potency means the concentration at half of the fitted maximal effect. Some of the compounds tested; count on the stated rates, not on these rows.
# The opening eight compounds as a preview:
molecule | Rab9 promoter act | RORg inh | MBNL1-CUG inh | uPA generation | ELG1 genotox | BRCA1 expr up | p53 reactivator | FLuc modulator | CXXC DNA block | VP16 counter | NPC1 promoter act
Cn1c(C(=O)N2CCN(C3CCCCC3)CC2)cc2c(=O)n(C)c3ccccc3c21 | -1% | 3% | -17% | . | -9% | . | 2% | 0% | -12% | -4% | -1%
COC(=O)c1c(C(=O)OC)c(-c2ccc(Cl)cc2)n2c1CS(=O)(=O)C2 | -18% | 2% | -16% | -6% | -2% | 15% | -4% | 1% | 2% | -2% | -5%
O=C(Cc1cc(=O)[nH]c(=O)[nH]1)N1CCN(C(=O)c2ccco2)CC1 | 0% | -19% | ? | 14% | 1% | 4% | 7% | 3% | -4% | -17% | -1%
CC(=O)N1c2ccc(S(=O)(=O)N3CCCC3)cc2CC1C(=O)NCc1ccc(OC(C)C)cc1 (stereo not drawn) | 12% | ? | -6% | 0% | -5% | -4% | -2% | 1% | 4% | 8% | 4%
Cc1onc(-c2ccccc2)c1CNC(=O)Nc1ccc(C(F)(F)F)cc1 | 1% | ? | 6% | 6% | -9% | -60% | -2% | -1% | 5% | -23% | -4%
CCCCN(C)Cc1c(O)ccc2c(=O)c(-c3ccccc3OC)coc12 | -1% | 9% | 14% | -1% | 5% | 0% | . | -1% | 1% | -8% | -11%
COc1ccc(N2CCN(c3ncnc4c3nnn4Cc3ccccc3Cl)CC2)cc1 | -20% | 5% | -8% | 1% | -2% | 2% | 6% | 6% | 0% | -17% | -20%
CC1CC(C)CN(C(=O)Nc2ccc(Br)cc2)C1 (stereo not drawn) | 10% | 14% | 5% | -26% | 0% | 30% | 3% | ? | 3% | 6% | -1%

# The whole of this part, previewed entries included:
molecule | Rab9 promoter act | RORg inh | MBNL1-CUG inh | uPA generation | ELG1 genotox | BRCA1 expr up | p53 reactivator | FLuc modulator | CXXC DNA block | VP16 counter | NPC1 promoter act
Cn1c(C(=O)N2CCN(C3CCCCC3)CC2)cc2c(=O)n(C)c3ccccc3c21 | -1% | 3% | -17% | . | -9% | . | 2% | 0% | -12% | -4% | -1%
COC(=O)c1c(C(=O)OC)c(-c2ccc(Cl)cc2)n2c1CS(=O)(=O)C2 | -18% | 2% | -16% | -6% | -2% | 15% | -4% | 1% | 2% | -2% | -5%
O=C(Cc1cc(=O)[nH]c(=O)[nH]1)N1CCN(C(=O)c2ccco2)CC1 | 0% | -19% | ? | 14% | 1% | 4% | 7% | 3% | -4% | -17% | -1%
CC(=O)N1c2ccc(S(=O)(=O)N3CCCC3)cc2CC1C(=O)NCc1ccc(OC(C)C)cc1 (stereo not drawn) | 12% | ? | -6% | 0% | -5% | -4% | -2% | 1% | 4% | 8% | 4%
Cc1onc(-c2ccccc2)c1CNC(=O)Nc1ccc(C(F)(F)F)cc1 | 1% | ? | 6% | 6% | -9% | -60% | -2% | -1% | 5% | -23% | -4%
CCCCN(C)Cc1c(O)ccc2c(=O)c(-c3ccccc3OC)coc12 | -1% | 9% | 14% | -1% | 5% | 0% | . | -1% | 1% | -8% | -11%
COc1ccc(N2CCN(c3ncnc4c3nnn4Cc3ccccc3Cl)CC2)cc1 | -20% | 5% | -8% | 1% | -2% | 2% | 6% | 6% | 0% | -17% | -20%
CC1CC(C)CN(C(=O)Nc2ccc(Br)cc2)C1 (stereo not drawn) | 10% | 14% | 5% | -26% | 0% | 30% | 3% | ? | 3% | 6% | -1%
O=C(COc1ccccc1)Nc1nc2c(s1)CCCC2 | ? | -12% | -2% | 2% | ? | 3.2µM* | 19% | 13µM* | 6% | 1% | ?
CCOC(=O)c1cnc2c(C)c(Cl)ccc2c1NCCCN1CCOCC1 | 1% | -2% | -7% | -14% | -2% | 3% | -1% | -14% | 3% | -7% | -1%
Clc1cccc(-c2nc(-c3ccc(-c4nn[nH]n4)cc3)no2)c1 | 0% | . | . | -12% | ? | ? | ? | ? | . | . | ?
Cc1cc(C)cc(NC(=S)N2CCN(c3ccc(F)cc3)CC2)c1 | 0% | 7.1µM* | -6% | -10% | 0% | 31% | 3% | 1% | 5% | -25% | -2%
Cc1ccc(-c2nn(-c3ccccc3)cc2C(=O)Nc2ccc(C)c(S(=O)(=O)N3CCOCC3)c2)cc1 | -4% | ? | 5% | 14% | -1% | 11% | 17% | ? | 7% | -10% | -1%
O=C1NC(c2ccc(Br)cc2)=N/C1=C/c1ccco1 | 2.5µM* | ? | -8% | 0% | ? | ? | ? | 0.6µM* | 5% | ? | 3.5µM*
O=C1OC(Cc2ccccn2)C(=O)C1=C1SCCS1 (stereo not drawn) | 29% | -4% | ? | 1% | 14% | 0% | ? | -29% | -2% | -9% | 30%
COc1ccc(/C=C(\C#N)C(=O)OCC(=O)NCc2ccccc2OC)cc1 | -2% | . | . | 21% | 11% | -8% | 0% | 3% | . | . | -5%
Cc1oc2c(C)c3oc(=O)c(CCC(=O)NCCCCCC(=O)O)c(C)c3cc2c1C | 12% | ? | 5% | -3% | 0% | 14% | -5% | -6% | 1% | -29% | -2%
CCOc1cc(OCC)nc(S(C)(=O)=O)n1 | -9% | -38% | 12%[11.5 µM] | -6% | 2% | -8% | 26% | -1% | 2% | -3% | 0%
Cc1cc(C)c(OCC(=O)Nc2nc3ccccc3[nH]2)c(C)c1 | -1% | 11µM* | -2% | 3% | 1% | 2% | 4% | -13% | -22% | -27% | 1%
COc1ccc(-c2ccc(SCC(=O)N3CCN(c4ccccc4)CC3)nn2)cc1 | -5% | -6% | 0% | 1% | -2% | -59% | -2% | ? | -1% | -5% | -8%
COc1ccccc1CNC(=O)CNCCc1ccc(OC)c(OC)c1 | -4% | -14% | 3% | 11% | 1% | 6% | -1% | 1% | 3% | 7% | -6%
O=C1CCC(CCC(=O)N2CCCC(C(=O)c3ccc(Cl)cc3)C2)=NN1 (stereo not drawn) | -10% | -11% | -2% | -4% | 1% | -7% | 2% | 0% | -2% | 2% | 1%
CCN(CC(=O)Nc1c(F)cccc1F)C(=O)COc1cccc2c1OC(C)(C)C2 | -5% | . | . | -2% | -2% | 0% | -4% | 6% | . | . | 1%
COc1ccccc1NC(=O)Cn1nnc(-c2ccccc2NC(=O)c2cnccn2)n1 | -4% | -18% | -7% | 3% | -2% | -4% | -1% | -4% | 3% | -8% | 0%
COc1cccc(N/C=C/C(=O)c2ccc(OC)c(OC)c2)c1 | ? | 15% | ? | ? | ? | ? | -5% | 1.3µM* | 14% | 23% | 3.5µM*
CCOC(=O)NC(=O)c1cn(Nc2ccccc2C(F)(F)F)c(=O)[nH]c1=O | 2% | 10% | 4% | 1% | -1% | 0% | 1% | -2% | -5% | -3% | -4%
Cc1ccc(OCc2n[nH]c(=S)n2-c2ccccc2)cc1 | 0% | 0.71µM* | -3% | -5% | -13% | -2% | 1% | ? | 4% | ? | -5%
CCN(Cc1ccccc1)C(=O)c1cc2c(OC)c(OC)c(OC)cc2[nH]1 | -8% | -5% | -7% | 2% | 0% | -17% | 0% | -13% | -2% | 3% | -10%
O=C(COC(=O)c1ccccc1O)Nc1cccc(S(=O)(=O)NC2=NCCCCC2)c1 | -13% | 3% | -10% | -1% | -6% | 11% | 4% | -1% | -5% | -1% | 1%
O=C(NCc1ccco1)c1cccn2c(=O)c3c4c(sc3nc12)CCCC4 | 1% | -101% | ? | -2% | 0% | -74% | 6% | -12% | ? | 11µM* | 3%
O=C(C(Cc1ccc(Cl)cc1)NS(=O)(=O)c1ccccc1)N1CC[C@@]2(O)CCCC[C@H]2C1 (stereo partly drawn) | -8% | 31% | -10% | 1% | -2% | -13% | 4% | 2% | -10% | -13% | 0%
Clc1ccc(-c2c(C3=NCCCN3)nnn2-c2ccc(Cl)cc2)cc1 | -3% | 23% | ? | -13% | -6% | -24% | 8% | 5% | 12% | 1% | -1%
CCC(C)(C)NC(=O)CN(C(=O)c1ccc(N2CCCC2)nc1)c1ccc(F)cc1 | 4% | 4% | ? | 16% | -5% | -6% | -4% | -2% | -12% | -2% | -3%
Cc1ccc(C(C(=O)NCc2ccco2)N(C(=O)CNC(=O)c2cccs2)c2c(C)cccc2C)cc1 (stereo not drawn) | 1% | ? | . | 6% | 18% | 7% | -8% | 1% | -13% | 16µM* | 0%
